# High-throughput results from PubChem.
# ABHD5-PLIN5 inh – blocks binding of human ABHD5 to perilipin-5 | Q00G26+Q8WTS1 | Split G. princeps luciferase complementation, luminescence, 4 h | inhibition, % at 4 µM | actives 0.78% (n = 360,000);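 active = inhibition above the mean inhibition across every tested compound plus 3 SD, cut at about 22% in these data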;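 note: 0% = DMSO only wells and the 100% control is not disclosed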
# TLR9-MyD88 block – TLR9-MyD88 interaction inhibition; Q9NR96+Q99836; CHO BLA complementation TLR9-MyD88, CCF4 FRET ratio; inhibition, % at 4.98 µM; actives 0.21% (n = 340,000); AID 504734;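 active = inhibition above the mean over all tested compounds plus 3 SD, cut at about 21% in these data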;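 note: 0% = DMSO only wells and 100% = clavulanate BLA inhibitor control wells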
# Target sequence (Q99836 whole entry, looked up): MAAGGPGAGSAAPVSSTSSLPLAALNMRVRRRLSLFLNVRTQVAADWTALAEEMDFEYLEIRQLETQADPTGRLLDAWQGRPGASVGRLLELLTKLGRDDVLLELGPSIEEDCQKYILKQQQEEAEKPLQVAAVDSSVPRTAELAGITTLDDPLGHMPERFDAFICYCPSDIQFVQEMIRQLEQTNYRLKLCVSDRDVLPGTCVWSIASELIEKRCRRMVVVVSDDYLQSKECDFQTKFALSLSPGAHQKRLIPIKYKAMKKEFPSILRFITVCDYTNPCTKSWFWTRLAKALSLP
# Target sequence (Q9NR96 whole entry, looked up): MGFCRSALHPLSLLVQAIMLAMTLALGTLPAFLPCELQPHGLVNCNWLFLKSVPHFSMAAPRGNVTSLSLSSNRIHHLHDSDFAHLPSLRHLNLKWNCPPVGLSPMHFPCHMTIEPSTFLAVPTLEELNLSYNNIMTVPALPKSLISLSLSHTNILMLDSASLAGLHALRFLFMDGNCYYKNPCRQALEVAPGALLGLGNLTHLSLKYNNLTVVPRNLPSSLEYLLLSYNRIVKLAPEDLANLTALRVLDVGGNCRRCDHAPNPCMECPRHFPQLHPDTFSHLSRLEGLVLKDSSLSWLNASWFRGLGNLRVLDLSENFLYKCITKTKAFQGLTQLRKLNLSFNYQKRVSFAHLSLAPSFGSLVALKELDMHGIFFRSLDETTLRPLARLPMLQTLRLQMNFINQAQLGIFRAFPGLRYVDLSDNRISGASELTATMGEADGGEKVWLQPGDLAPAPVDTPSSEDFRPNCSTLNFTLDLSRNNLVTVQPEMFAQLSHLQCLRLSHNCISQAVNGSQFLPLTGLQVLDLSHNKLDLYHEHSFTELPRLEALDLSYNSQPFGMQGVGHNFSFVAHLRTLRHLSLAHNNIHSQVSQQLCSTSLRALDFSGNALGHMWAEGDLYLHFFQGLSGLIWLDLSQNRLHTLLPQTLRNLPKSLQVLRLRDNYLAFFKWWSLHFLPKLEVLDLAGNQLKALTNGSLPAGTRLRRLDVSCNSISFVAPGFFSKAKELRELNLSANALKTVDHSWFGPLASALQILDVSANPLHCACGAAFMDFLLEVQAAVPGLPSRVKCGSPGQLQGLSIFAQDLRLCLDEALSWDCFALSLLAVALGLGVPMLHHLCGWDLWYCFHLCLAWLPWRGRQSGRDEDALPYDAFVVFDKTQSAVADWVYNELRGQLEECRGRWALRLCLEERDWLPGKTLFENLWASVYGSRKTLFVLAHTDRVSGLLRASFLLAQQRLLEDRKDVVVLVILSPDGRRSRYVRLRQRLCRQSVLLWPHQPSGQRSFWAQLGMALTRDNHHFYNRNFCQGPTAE
# aDG glyco up – alpha-DG glycosylation activation; activation, % at 10 µM; Pro5-aDG cells, alpha-DG glycosylation AlphaScreen (IIH6); 0% Pro5, 100% B10-LARGE cell signal; actives 0.22% (n = 360,000);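 active = activation of at least 8% versus controls, or a plate z-score of at least 8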;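 note: Pro5 are CHO cells carrying HIG-tagged alpha-DG that lacks glycosylation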
# Exocytosis inh – lytic granule exocytosis inhibition; TALL-104 LAMP-1 surface exposure, flow cytometry; cells stimulated with thapsigargin and PMA; inhibition, % at 10 µM; actives 0.66% (n = 360,000); AID 651702;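 active = inhibition above about 55%, limit read from the data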
# MC4R ag barr – agonists of human melanocortin 4 receptor (MC4R) beta-arrestin; P32245; U2OS MC4R beta-arrestin complementation, luminescence; percent of melanotan II response, DMSO zero; activation, % at 8.9 µM; actives 0.98% (n = 360,000); AID 540308;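 active = activation above a per-plate cutoff, the mean activation of sample wells on that plate plus 3 SD, cut at about 8% in these data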
# NOD2-RIPK2 inh – inhibitors of human NOD2-RIPK2 interaction | inhibition, % at 4.98 µM | O43353 | CHO BLA complementation NOD2-RIPK2, CCF4 ratio | AID 624267 | actives 0.38% (n = 360,000); in the data active = inhibition above about 21%;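 note: 0% = vehicle only and 100% = reference blocker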
# ABCB6 inh MLPCN – inhibitors of human ABC transporter ABCB6 | K562-ABCB6 porphyrin accumulation, flow cytometry, 1 h; hits give low values | fluorescence ratio to DMSO, % at 10 µM | actives 0.19% (n = 360,000);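 active = fluorescence ratio to DMSO below 75%, the collection mean minus 3 SD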;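 note: signal is porphyrin accumulated inside mitochondria; 100% equals median channel fluorescence of DMSO control wells; lower ratio means ABCB6 inhibition with less porphyrin fluorescence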
# MC4R antag cAMP – blocks human MC4R cAMP signaling; AID 540295; MC4R-expressing cells, MTII-stimulated cAMP, LANCE TR-FRET; P32245; actives 0.48% (n = 360,000); inhibition, % at 6.5 µM;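 active = inhibition above its plate's cutoff, the mean of tested wells on that plate plus 3 SD, cut at about 29% in these data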;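 note: 0% = Melanotan II alone and 100% = Melanotan II plus saturating MCL0020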
#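 Assay system: U2OS-MC4R stable cell line; Also added: Melanotan II; Technique: Eu-cAMP/anti-cAMP TR-FRET, emission 671 nm; Times: 30-min compound, 1-h challenge, 1-h detection, room temperature.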
# Vif inh – HIV Vif inhibition; HEK293T cells, Vif self-association by quenched fluorescence, imaging, 24 h; inhibition, % at 7.49 µM; actives 0.35% (n = 340,000); in the data active = inhibition above about 50%, passing the limit was not always enough; note: some results filed as inactive read as strong as hits
# Glyco luc inh – N-linked glycosylation inhibition; D54 ERlucT glycosylation luciferase reporter, 24 h; percent of 100 nM tunicamycin response; reporter increase, % at 12.5 µM; actives 0.23% (n = 360,000); AID 588692;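 active = mean luciferase reporter signal, scaled so untreated is 0 and the glycosylation-blocking control 100, at or above a set limit in every replicate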;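 note: luciferase carries N-glycosylation sites so blocking glycosylation raises the light; 0% = median of neutral control wells and 100% = median of 100 nM tunicamycin wells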
# Active calls of the source: *; x = no result given. A portion of the library (hit frequency here may not be typical).
SMILES,ABHD5-PLIN5 inh,TLR9-MyD88 block,aDG glyco up,Exocytosis inh,MC4R ag barr,NOD2-RIPK2 inh,ABCB6 inh MLPCN,MC4R antag cAMP,Vif inh,Glyco luc inh
CC(C)Nc1nc(Cl)nc(NC(C)C)n1,2,-8,0.1,-2,-2.4,4,103,2,2,1
COc1ccc(C(CNC(=O)Cc2ccc(Cl)c(Cl)c2)N2CCCCC2)cc1 (configuration not stated),3,-6,0.4,1,-1.3,-16,100,2,-4,-2
Cc1ccc(CN2C3CCCC2CC(NC(=S)NCc2ccccc2)C3)cc1 (configuration not stated),7,-2,0.8,-2,2.0,9,98,9,13,-3
CCCCOCCCn1c(N)c(C(=O)OC(C)COC)c2nc3ccccc3nc21 (configuration not stated),-7,-7,0.9,4,-1.3,-6,104,8,-6,2
CCOc1ccc(Cl)cc1CNCCc1ccccc1F,-2,0,-0.2,3,1.5,-12,98,16,-1,3
OCC12COC3c4ccccc4C(OC1)N32 (configuration not stated),-3,-3,0.0,-6,-1.8,5,91,2,0,0
CCC1(c2ccc(N)cc2)CCC(=O)NC1=O (configuration not stated),3,-1,12*,-8,0.9,10,99,10,0,3
O=C(N/N=C/c1c(O)n(CCC2=CCCCC2)c(=O)[nH]c1=O)c1ccccc1,-11,0,-0.3,-2,1.2,5,104,5,-4,0
O=C(NCc1ccc(C(=O)N2CCC3(CC2)OCCO3)cc1)c1cccc(Br)c1,-3,1,0.1,0,0.8,2,106,14,3,-2
Cc1ccc(N2C(=O)NC(=O)/C(=C/c3cnc(-c4ccccc4)nc3)C2=O)cc1C,33*,-5,-0.2,3,-0.7,-1,104,12,1,2
Cc1cc(OCC(=O)NCC(O)c2ccccc2)c2c3c(c(=O)oc2c1)CCC3 (configuration not stated),12,13,-0.3,8,0.7,-7,96,9,11,1
CC1CC2(O)c3no[n+]([O-])c3CCC2N1O (configuration not stated),-5,-1,0.1,-1,-2.1,-4,107,0,15,2
Cn1c(O)c(C(=Nc2ccc(F)cc2)c2ccccc2Cl)c(=O)n(C)c1=O,2,0,0.4,-7,-1.8,-5,98,4,-11,3
COC(=O)C1=C(c2ccc(-c3ccccc3)c(F)c2)C[C@@H]2CC[C@H]1N2C(=O)NCCCOC(C)C,14,1,0.2,24,1.7,12,92,5,-11,-3
O=C(c1ccccc1)c1ccccc1N=Cc1c(O)[nH]c(=O)[nH]c1=O,1,6,0.0,1,-2.1,-2,101,-10,-9,-1
COc1cc(CN2C(=O)NC(=O)C3(Cc4cc(C)ccc4N(C)C3)C2=O)cc(OC)c1 (configuration not stated),-4,-1,0.0,0,0.8,-10,88,1,-11,6
O=C(N/N=C/c1c(O)n(C2CC2)c(=S)[nH]c1=O)c1ccccc1O,5,-3,-0.2,0,-2.5,0,101,-6,1,0
O=c1[nH]c(=O)n(Cc2ccco2)c(O)c1/C=N/N1CCCCCC1,2,1,-0.1,3,1.3,-7,94,3,-11,1
COc1ccc(NC(=S)NC(NC(=O)CF)C(Cl)(Cl)Cl)c([N+](=O)[O-])c1 (configuration not stated),-1,4,0.0,-2,-1.0,-12,89,8,-6,1
COc1ccc(-n2nnnc2C(c2cccc(OC)c2OC)N2CCC(n3c(=O)[nH]c4ccccc43)CC2)cc1 (configuration not stated),5,x,-0.5,-2,x,4,100,x,x,-9

# 5 structures out of the list, ordered by length of the SMILES, high to low.
SMILES,ABHD5-PLIN5 inh,TLR9-MyD88 block,aDG glyco up,Exocytosis inh,MC4R ag barr,NOD2-RIPK2 inh,ABCB6 inh MLPCN,MC4R antag cAMP,Vif inh,Glyco luc inh
COc1cc(CN2C(=O)NC(=O)C3(Cc4cc(C)ccc4N(C)C3)C2=O)cc(OC)c1 (configuration not stated),-4,-1,0.0,0,0.8,-10,88,1,-11,6
COc1ccc(NC(=S)NC(NC(=O)CF)C(Cl)(Cl)Cl)c([N+](=O)[O-])c1 (configuration not stated),-1,4,0.0,-2,-1.0,-12,89,8,-6,1
Cc1cc(OCC(=O)NCC(O)c2ccccc2)c2c3c(c(=O)oc2c1)CCC3 (configuration not stated),12,13,-0.3,8,0.7,-7,96,9,11,1
O=C(N/N=C/c1c(O)n(C2CC2)c(=S)[nH]c1=O)c1ccccc1O,5,-3,-0.2,0,-2.5,0,101,-6,1,0
O=c1[nH]c(=O)n(Cc2ccco2)c(O)c1/C=N/N1CCCCCC1,2,1,-0.1,3,1.3,-7,94,3,-11,1

# (further entries)
SMILES,ABHD5-PLIN5 inh,TLR9-MyD88 block,aDG glyco up,Exocytosis inh,MC4R ag barr,NOD2-RIPK2 inh,ABCB6 inh MLPCN,MC4R antag cAMP,Vif inh,Glyco luc inh
COc1ccccc1CCNC1CCCCCC1,1,-5,0.1,-8,-1.7,0,104,-1,-3,-1
COc1ccc(/C=C/C(=O)c2c(O)n(CCC3=CCCCC3)c(=O)[nH]c2=O)cc1,3,7,0.2,-1,0.7,-12,91,1,1,-1
CC(=O)C1CCC2C3CC(O)C4CC(O)CCC4(C)C3CCC12C (configuration not stated),6,12,-0.3,7,-1.1,2,93,7,-7,-6
Cc1c(C)c2ccc(OCC(=O)N3C[C@H]4C[C@@H](C3)c3cccc(=O)n3C4)c(C)c2oc1=O,1,-4,-0.1,-1,-0.6,2,106,12,-3,3
COC(=O)C(O)(c1ccc(NC(=O)c2ccccc2)cc1)C(F)(F)F (configuration not stated),-1,-3,0.0,-8,-0.6,15,97,-3,-3,-1
C1CC2OC2CC1C1CO1 (configuration not stated),-3,0,0.0,-1,1.6,-6,98,0,3,0
Cc1c(C(=O)c2ccccc2)c2ccccc2n1C,1,-12,0.1,7,-1.7,5,100,0,-1,1
O=C(CNC(=O)OCc1ccccc1)NCC(=O)Nc1ccc(Br)cc1C(=O)c1ccccc1,4,-6,-0.2,2,-0.8,-2,101,-2,-4,0
Cc1ccc(CN2CCN(CC(=O)N3CCC4(CC3)OCCO4)C2=O)cc1,1,-4,-0.2,2,-1.9,-6,95,-6,9,-1
CN1CCC(c2c[nH]c3ccccc23)C1 (configuration not stated),-1,-15,0.0,4,-2.2,-4,94,0,8,0
Cc1cc(C=C2C(=O)N(C)C(=S)N(C)C2=O)c(C)n1-c1cccnc1,3,-3,-0.1,2,-2.1,-15,102,12,-1,3
COc1ccc(CCn2c(O)c(/C=N/NC(=O)c3ccncc3)c(=O)[nH]c2=O)cc1OC,-1,-8,-0.4,-4,0.1,-7,88,-5,1,0
CC(=O)OC1(c2ccccc2)CCN(C)CC1(C)C (configuration not stated),-3,-8,0.0,2,-3.0,-3,105,12,34,0
O=C1CCN(C(=O)CNC(=O)Cc2ccccc2)CC1,-4,0,-0.2,-2,-0.6,-6,111,28,-4,-2
CN(C)c1ccc(C(=O)N/N=C/C23CC[C@@H](O)CC2(O)CC[C@@H]2[C@@H]3CCC3(C)C(C4=CC(=O)OC4)CCC23O)cc1 (some centres not stated),2,7,0.5,4,14*,-6,96,-7,-1,13
Cc1ccc(S(=O)(=O)N(C)c2ccc(C(=O)NCC3(N(C)C)CCCCC3)cc2)cc1,1,-7,-0.4,2,-3.7,0,98,2,-5,-3
CN1CCN(C(=O)COc2ccc(S(=O)(=O)NCc3ccccc3)cc2Cl)CC1,3,9,-0.1,2,-2.2,1,98,5,0,1
c1ccc(NC2=NCCS2)cc1,-6,-8,0.0,0,-1.2,-6,102,12,4,0
[O-][n+]1onc2c1CCC1N(O)CCC21O (configuration not stated),-5,2,-0.1,2,-1.1,4,93,10,14,1
CCn1cc(CN2CCCC(C(=O)c3sccc3C)C2)cn1 (configuration not stated),-2,-2,-0.2,-1,-1.6,-7,98,10,-6,-2
CCC1CN(C)CCC1(OC(C)=O)c1ccccc1 (configuration not stated),2,-2,0.4,0,-1.7,-4,93,6,-3,1
CN(C)C(=O)Oc1c(Cl)cc(Cl)c2ccccc12,-4,-6,-0.1,-2,1.8,3,94,2,6,1
Fc1ccccc1CCNCc1cccc2ccccc12,7,-8,0.3,-1,3.2,-3,95,7,-7,1

# 4 compounds picked at random from the list so far:
SMILES,ABHD5-PLIN5 inh,TLR9-MyD88 block,aDG glyco up,Exocytosis inh,MC4R ag barr,NOD2-RIPK2 inh,ABCB6 inh MLPCN,MC4R antag cAMP,Vif inh,Glyco luc inh
CC(C)Nc1nc(Cl)nc(NC(C)C)n1,2,-8,0.1,-2,-2.4,4,103,2,2,1
Cc1cc(OCC(=O)NCC(O)c2ccccc2)c2c3c(c(=O)oc2c1)CCC3 (configuration not stated),12,13,-0.3,8,0.7,-7,96,9,11,1
COc1ccccc1CCNC1CCCCCC1,1,-5,0.1,-8,-1.7,0,104,-1,-3,-1
CN1CCN(C(=O)COc2ccc(S(=O)(=O)NCc3ccccc3)cc2Cl)CC1,3,9,-0.1,2,-2.2,1,98,5,0,1
